From PubChem BioAssay
RGS4 block = inhibitors of human RGS4 | HEK293 M3R/RGS4 inducible, Fluo-4 calcium flux; active compounds read high; triggered by carbachol at its EC20 | B-score at 10 µM | 310,000 compounds, 0.45% hits;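 active = B-score, a plate-corrected calcium signal, over three deviations above library mean, with baseline fluorescence within five deviations of library mean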;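 note: RGS4 expression induced by doxycycline in cells with stable M3 receptor; B-score is computed from the integrated fluorescence ratio over baseline after carbachol; higher B-score means a larger calcium signal and so more RGS4 inhibition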
Target sequence (P49798 whole entry, looked up): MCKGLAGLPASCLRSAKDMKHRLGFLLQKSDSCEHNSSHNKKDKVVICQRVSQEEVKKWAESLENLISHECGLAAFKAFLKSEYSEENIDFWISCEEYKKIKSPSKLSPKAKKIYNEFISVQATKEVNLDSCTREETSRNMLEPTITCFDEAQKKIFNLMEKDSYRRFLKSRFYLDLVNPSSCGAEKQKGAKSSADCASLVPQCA
KCNK9 block = blocks the human KCNK9 two-pore domain potassium channel; Q9NPC2; HEK293 KCNK9, FluxOR thallium flux fluorescence; active compounds read low; B-score at 10 µM; 310,000 compounds, 1.2% hits; AID 488922;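 active = ratio B-score over 3 SD below the library mean, with starting fluorescence within 5 SD of its mean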;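 note: negative B-score means less thallium flux so channel inhibition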
Target sequence (Q9NPC2 whole entry, looked up, the tested form may be a part): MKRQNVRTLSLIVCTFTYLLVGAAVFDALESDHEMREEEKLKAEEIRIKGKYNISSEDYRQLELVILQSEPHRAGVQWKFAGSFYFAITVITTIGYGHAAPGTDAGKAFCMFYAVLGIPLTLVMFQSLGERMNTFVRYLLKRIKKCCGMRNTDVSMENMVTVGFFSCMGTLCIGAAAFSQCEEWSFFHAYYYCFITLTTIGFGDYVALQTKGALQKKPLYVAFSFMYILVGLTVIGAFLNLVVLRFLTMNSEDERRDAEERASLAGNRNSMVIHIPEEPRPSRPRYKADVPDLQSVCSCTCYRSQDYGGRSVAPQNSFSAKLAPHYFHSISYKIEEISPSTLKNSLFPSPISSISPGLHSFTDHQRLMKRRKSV
ANO1 block = inhibitors of mouse TMEM16A calcium-activated chloride channel; Q8BHY3; HEK293 TMEM16A/YFP iodide influx fluorescence, ionomycin; normalized B-score (activity score, 25-100; higher = stronger inhibition) at 10 µM; 310,000 compounds, 1.2% hits;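 active = ratio plate-corrected score three or more library SD toward inhibition, starting fluorescence score within five deviations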;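 note: score derived from kinetic fluorescence span divided by baseline fluorescence per well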
KCNQ1 block = human KCNQ1 channel inhibition; P51787; CHO-K1 KCNQ1, FluxOR thallium flux fluorescence; active compounds read high; B-score at 10 µM; 310,000 compounds, 1.3% hits;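 active = compounds whose thallium flux B-score, printed positive for inhibition, exceeds three library SD while starting fluorescence stays within three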;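 note: channel opened by potassium depolarization with thallium stimulus after 20 min compound exposure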
HDAC3 inh = blocks human histone deacetylase 3 | O15379 | recombinant HDAC3, fluorogenic peptide/trypsin coupled, fluorescence | inhibition, % at 8.3 µM | 320,000 compounds, 0.15% hits; in the data active = inhibition above about 26%, passing the limit was not always enough
Target sequence (O15379 whole entry, looked up): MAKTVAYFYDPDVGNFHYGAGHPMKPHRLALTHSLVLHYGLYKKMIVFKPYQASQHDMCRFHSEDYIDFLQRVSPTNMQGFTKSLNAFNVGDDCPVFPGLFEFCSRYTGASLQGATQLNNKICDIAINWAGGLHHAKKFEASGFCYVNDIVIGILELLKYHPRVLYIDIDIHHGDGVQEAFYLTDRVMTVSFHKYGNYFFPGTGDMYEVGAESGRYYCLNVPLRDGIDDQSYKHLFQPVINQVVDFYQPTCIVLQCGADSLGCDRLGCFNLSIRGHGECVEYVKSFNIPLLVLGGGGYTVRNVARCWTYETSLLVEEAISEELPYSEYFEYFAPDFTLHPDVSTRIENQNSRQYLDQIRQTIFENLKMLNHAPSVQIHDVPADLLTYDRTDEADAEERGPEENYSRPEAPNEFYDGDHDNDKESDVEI
hERG rescue = compounds protecting human hERG from proarrhythmic drug block. CHO-hERG, FluxOR thallium flux, dofetilide IC70 present. AID 1511. 310,000 compounds, 0.51% hits. activation (rescue from dofetilide block), less the hit threshold, % at 10 µM;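 active = activation above the mean of controls blocked by dofetilide plus 5 SD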;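 note: thallium influx through hERG after potassium depolarization seen as dye fluorescence rise; in these data hits start at about 4.7%; inactives centre near -7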
KCNK3 inh = human KCNK3 channel inhibition, primary screen; 340,000 compounds, 0.84% hits; B-score at 10 µM; O14649; CHO-KCNK3 thallium flux, FluxOR fluorescence; active compounds read low;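 active = B-score under library mean minus 4 SD, starting fluorescence ratio at most library mean plus 5 SD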;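 note: more negative B-score means stronger inhibition of thallium flux through KCNK3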
ANO1 activ = activates or potentiates the mouse TMEM16A chloride channel; B-score at 10 µM; AID 623877; 340,000 compounds, 0.3% hits; HEK293 TMEM16A/YFP-H148Q/I152L, iodide quench fluorescence; active compounds read low; Q8BHY3;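 active = fluorescence-ratio B-score plate-corrected deviation score at least 3 library SD below zero, with starting fluorescence score within 5 deviations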;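 note: channel opened by trigger with iodide after compound preincubation; score built on the fluorescence ratio of max minus min over baseline; more negative score means more quench and so TMEM16A activation or potentiation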
RGS4 act = RGS4 potentiation or activation; HEK293 M3R/inducible RGS4, carbachol calcium flux Fluo4; active compounds read low; B-score at 10 µM; 310,000 compounds, 0.92% hits;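 active = B-score of the integrated calcium signal more than 4 SD below the library mean, with starting fluorescence not abnormally high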;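 note: negative B-score means reduced calcium response which marks RGS4 activation or potentiation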
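Assay system: Inducible-RGS4 HEK293 cells carrying M3 receptor | Schedule: Compound preincubation 20 min at room temperature before agonist | Signal: Kinetic calcium fluorescence imaging with Fluo4-AM dye, 2 µM | Read-out basis: B score from integrated fluorescence ratio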
KCNQ1 act = potentiators or activators of human KCNQ1 potassium channel. AID 2648. B-score at 10 µM. P51787. 310,000 compounds, 0.35% hits. CHO-K1 KCNQ1, thallium flux FluxOR fluorescence; active compounds read high;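 active = fluorescence ratio B-score, a plate-corrected score, at least three library SD, with initial intensity B-score within 5 SD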
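Assay system: CHO-K1 cells stably expressing KCNQ1; Medium: assay buffer with matched DMSO; Also added: K+/Tl+ depolarizing stimulus; Dosing: single dose; Timing: dye 90 min, compound 20 min, room temperature; Measured by: kinetic FluxOR thallium fluorescence, 10-s 1-Hz baseline, 110-s post-stimulus read; Read-out: peak-minus-minimum fluorescence over initial fluorescence, negative-control normalized, B-scored.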
SKKanGAS inh = SKKanGAS growth inhibition; S. pyogenes SKKanGAS, kanamycin growth, BacTiter-Glo, 6 h; inhibition, % at 7.5 µM; 300,000 compounds, 1.3% hits; AID 1662;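 active = mean replicate score, as percent of positive control median, at least 50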;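 note: strain carries kanamycin resistance gene driven by streptokinase promoter and grows in 40 µg/ml kanamycin; loss of luminescence reflects streptokinase promoter inhibition or plain growth inhibition; 0% = median of DMSO wells and 100% = positive control at its reference dose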
* marks the source's active call; other numbers are inactive results; i = inactive; / = not tested or not shown.

SMILES	RGS4 block	KCNK9 block	ANO1 block	KCNQ1 block	HDAC3 inh	hERG rescue	KCNK3 inh	ANO1 activ	RGS4 act	KCNQ1 act	SKKanGAS inh
Cn1c(SCc2nc3ccccc3s2)nnc1-c1ccc2c(c1)OCO2	i	i	i	i	7	-12	i	i	i	i	-2
Cc1ccc(C(=O)NNC(=O)CCC(=O)NCc2ccccc2)cc1Br	i	i	i	i	4	-17	i	i	i	i	/
COC(=O)c1cc(NC(=O)c2ccccc2)c(=O)oc1C	i	i	i	i	-8	-9	i	i	i	i	1
NC1=NC(=O)C(Cc2ccccc2)S1 (stereo not drawn)	i	i	i	i	-5	-8	i	i	i	i	-3
Cn1c(=O)[nH]c(=O)c2c1nc(CN1CCOCC1)n2CCCO	i	i	i	i	6	-11	i	i	i	i	-4
CCOC(=O)Cn1c(N)c(C(=O)OC)sc1=S	i	i	i	i	4	-7	i	i	i	i	-2
Cc1ccc2nc(-c3ccc(Br)o3)oc(=O)c2c1	i	i	i	i	4	-8	i	i	i	i	3
O=C(/C=C/c1cccs1)NCc1cccs1	i	i	i	i	5	-6	i	i	i	i	-2
CCOC(=O)c1cc(NC(=O)N(C)C2CCCCC2)c(C)nc1C	i	i	i	i	2	-5	i	i	i	i	0
CCN(CC)S(=O)(=O)c1ccc(OC)c(NC(=S)Nc2cc(C)ccc2C)c1	i	i	i	i	-3	-7	/	/	i	i	-1
Cc1ccc(Oc2ncccc2C(=O)NC2CCSC2=O)cc1 (stereo not drawn)	i	i	i	i	5	2	i	i	i	i	10
Cn1c(=NC(=O)C2CCCCC2)sc2cc([N+](=O)[O-])ccc21	i	i	i	i	-2	-11	i	i	i	i	-15
O=C(c1ccc(F)cc1F)N1CCCC(c2nc(-c3cccs3)no2)C1 (stereo not drawn)	i	i	i	i	2	-2	i	i	i	i	0
COc1ccc(OC)c(CCNC(=O)Cn2ccc3cc(S(=O)(=O)N4CCCC4)ccc32)c1	i	i	i	i	-6	-8	i	i	i	i	4
O=C(Nc1nnc(-c2ccco2)o1)C1CC1	i	i	i	i	10	-10	i	i	i	i	-9
COCCCNc1ncnc2nc[nH]c12	i	i	i	i	-1	-9	i	i	i	i	0
COc1ccc(-c2cc(C(F)(F)F)nc(N3CCN(C)CC3)n2)cc1	i	i	i	i	0	-8	i	i	i	i	0
COc1cc(NC(=O)CN(C)S(=O)(=O)c2cccs2)cc(OC)c1	i	i	i	i	5	-9	i	i	i	i	1
CCc1ccc(C(=O)C(C)OC(=O)Cc2n[nH]c(=O)c3ccccc23)cc1 (stereo not drawn)	i	i	i	i	4	-10	i	i	i	i	0
COc1c(C)cc(S(=O)(=O)N2CCOCC2)c(C)c1C	i	i	i	i	-5	-13	i	i	i	i	-3
CCCCOc1ccc(C2C3CN(C(=O)OCC)CC=C3C(C#N)=C(N)C2(C#N)C#N)cc1OC (stereo not drawn)	i	i	i	i	9	-12	i	i	i	i	12
COc1cc2c(cc1OC)CN(CC(=O)NC(=O)NCc1ccco1)CC2	i	i	i	i	-1	-2	i	i	i	i	-3
Cc1cc(C(=O)CN2CC(C)OC(C)C2)c(C)n1-c1ccccc1 (stereo not drawn)	i	i	i	i	-9	-12	i	i	i	i	-3
CC1CCCCN1CC(=O)c1c[nH]c2ccccc12 (stereo not drawn)	i	i	i	i	6	-7	i	i	i	i	6
O=C(NCc1cccnc1)c1cccc(S(=O)(=O)N2CCOCC2)c1	i	i	i	i	4	-7	i	i	i	i	-4
CCCCOc1cccc(-c2cc(C(=O)NNC(=S)NCC)c3ccccc3n2)c1	i	i	25*	i	-4	-8	i	i	i	i	-4
CC(C)(C)n1c(=O)[nH]c2c(c1=O)CCC2	i	i	i	i	-6	-3	i	i	i	i	-19
COc1ccccc1OCCC(=O)NCc1ccc2c(c1)OCO2	i	i	i	i	-5	-15	i	i	i	i	-7
O=c1[nH][nH]c(-c2ccccc2)c1C=Nc1ccc(OC(F)(F)F)cc1	i	i	i	i	12	-6	i	i	i	i	-4
O=C(c1c(F)cccc1F)N(C1CCCCC1)C1CCCCC1	i	-12*	i	i	12	-6	-12*	i	i	i	4
Cc1cc(Cl)c(S(=O)(=O)N2CCCCCC2)cc1OCC(=O)NC1CCCCC1	i	i	100*	i	15	-3	i	i	i	i	1
Cc1cccc(C(=O)NC(=O)Nc2c(C)cc(C)nc2C)c1	i	i	i	i	1	-9	i	i	i	i	-15
CC(C)OC(=O)CC(=O)CSc1nc2c(cc1C#N)CCCCC2	i	i	i	i	-7	-8	i	i	i	i	1
c1ccc(OCc2nc(-c3ccccc3)no2)cc1	i	i	i	i	3	-6	i	i	i	i	12
O=C(CCc1ccncc1)N1CCCC(Nc2ccc(F)c(F)c2)C1 (stereo not drawn)	i	i	i	i	-3	-10	i	i	i	i	-2
O=C(c1n[nH]c2ccccc12)N1CCCCC1	i	i	i	i	1	-10	i	i	i	i	1
Cc1ccccc1-n1ccnc1SCC(=O)NCc1ccco1	i	i	i	i	6	-14	i	i	i	i	13
COc1cccc(C(=O)NCCS(=O)(=O)N2CCCC2)c1	i	i	i	i	6	-6	i	i	i	i	-5
Cc1cc(Cl)ccc1C(=O)C1CCCN(C(=O)c2cnsn2)C1 (stereo not drawn)	i	i	i	i	0	-7	i	i	i	i	5
Cc1c(NC(=O)COc2cccc3c2OC(C)(C)C3)c(=O)n(-c2ccccc2)n1C	i	i	i	i	-4	-4	i	i	i	i	-4

Full records, looked up by structure. Order of values: RGS4 block | KCNK9 block | ANO1 block | KCNQ1 block | HDAC3 inh | hERG rescue | KCNK3 inh | ANO1 activ | RGS4 act | KCNQ1 act | SKKanGAS inh
`CC1CCCCN1CC(=O)c1c[nH]c2ccccc12` (stereo not drawn) as listed: i | i | i | i | 6 | -7 | i | i | i | i | 6
`CCCCOc1ccc(C2C3CN(C(=O)OCC)CC=C3C(C#N)=C(N)C2(C#N)C#N)cc1OC` (stereo not drawn) as listed: i | i | i | i | 9 | -12 | i | i | i | i | 12

Remaining list, next part:
SMILES	RGS4 block	KCNK9 block	ANO1 block	KCNQ1 block	HDAC3 inh	hERG rescue	KCNK3 inh	ANO1 activ	RGS4 act	KCNQ1 act	SKKanGAS inh
O=C(N/N=C/c1cccnc1)C1CCCCC1	i	i	i	i	6	-2	i	i	i	i	12
C=CCn1cc(C(=O)NCc2cccnc2)c(=O)c2cc(S(=O)(=O)N(CC)CC)ccc21	i	i	i	i	0	-15	i	i	i	i	-3
Cc1noc(C)c1COc1cccc(C(=O)OC(C)C(=O)Nc2c(C)n(C)n(-c3ccccc3)c2=O)c1 (stereo not drawn)	i	i	i	i	0	-5	i	i	i	i	/
COc1ccc(C2=NOC(C(=O)Nc3c(C)n(C)n(-c4ccccc4)c3=O)C2)cc1 (stereo not drawn)	i	i	i	i	-4	-10	i	i	i	i	3
O=Cc1c(NCc2ccc(Cl)cc2)c2ccccc2[nH]c1=O	i	i	i	i	-3	-3	i	i	i	i	-6
CCOc1ccc(CCNC(=O)COC(=O)c2sccc2C)cc1OCC	i	i	i	i	9	-12	i	i	i	i	-5
Cc1ccccc1Nc1sc(C(=O)Nc2cccc(Cl)c2)c(N)c1C(N)=O	6.6*	i	/	i	/	-10	i	i	i	i	-14
COc1ccc(NC(=O)CCN2CCN(S(=O)(=O)c3ccc(Cl)cc3)CC2)cc1	i	i	i	i	-2	-3	i	i	i	i	2
NS(=O)(=O)c1ccc(-c2ccc(/C=N/Nc3ccc(C(=O)O)cc3)o2)cc1	i	i	i	i	3	-17	i	i	i	i	17
COc1c(C(CC(C)C)OC(C)=O)ccc2c1C(=O)OCc1cc(C)cc(O)c1O2 (stereo not drawn)	i	i	100*	i	34*	-9	i	i	i	i	3
O=C(CN1C(=O)NC2(CCCC2)C1=O)OCc1ccc(Cl)c(Cl)c1	i	i	i	i	1	-6	i	i	i	i	1
CCOc1cc(NC(=S)Nc2ccccc2OC)c(OCC)cc1NC(=O)c1ccccc1C	i	i	i	i	9	-14	i	i	i	i	10
COc1nc(-c2ccccc2)cc(-c2ccccc2)n1	i	i	i	i	-3	-7	i	i	i	i	-1
O=C1COc2cc(ccc2[N+](=O)[O-])Oc2ccc(cc2Cl)C(=O)CCCCO1	i	i	i	i	5	-9	i	i	i	i	8
COc1ccc(C)cc1NC(=O)COC(=O)Cc1ccc(-c2ccccc2)cc1	i	i	i	i	4	-6	i	i	i	i	8
CCN(CC)CCNC(=O)Cn1c(-c2ccccn2)nc2ccccc21	i	i	i	i	-26	-9	i	i	i	i	-1
CCOc1ccc(N2CC(C(=O)N3CCc4ccccc43)CC2=O)cc1 (stereo not drawn)	i	i	i	i	-1	-7	i	i	i	i	-21
CCCC(=O)N=C1SC2CS(=O)(=O)CC2N1c1ccc(C(C)=O)cc1 (stereo not drawn)	i	i	i	i	0	-4	i	i	i	i	0
CCN1CCN(c2cc(C)c3cc(NC(=O)CCC(=O)N4CCN(c5ccccc5OC)CC4)ccc3n2)CC1	i	i	i	i	-8	-15	i	i	i	i	2
CCOc1ccc(CCNC(=O)COC(=O)c2c(C)nn(-c3ccccc3)c2C)cc1OCC	i	i	i	i	-1	-11	i	i	i	i	-6
CCN=C(NCC)SC1CC(=O)N(c2ccc(OCC)cc2)C1=O (stereo not drawn)	i	i	i	i	0	-22	i	i	i	i	-13
COCCNC(=O)Cn1cnc2c(cnn2-c2ccc(C)cc2)c1=O	i	i	i	i	0	-6	i	i	i	i	-10
CN(C)CCCN1c2ccc([N+](=O)[O-])cc2CCc2cc([N+](=O)[O-])ccc21	i	i	i	i	-4	-9	i	i	i	i	-3
CCCOC(=O)CSc1nnc(-c2ccccc2Cl)o1	i	i	i	i	6	-9	i	i	i	i	-5
O=C(c1ccccc1C(F)(F)F)N1CCN(S(=O)(=O)c2ccccc2)CC1	i	i	i	i	-1	-13	i	i	i	i	-4
c1ccc(CCc2nn3c(Cc4ccccc4)nnc3s2)cc1	i	i	i	i	0	-12	i	i	i	i	-5
CSCCC(NS(=O)(=O)c1ccccc1F)C(=O)N1CC=C(c2ccccc2)CC1 (stereo not drawn)	i	i	i	i	0	-9	i	i	i	i	-1
O=C(c1ccc(N2CCN(C(=O)c3ccccc3)CC2)cc1)c1cccc(F)c1	i	i	i	i	7	-13	i	i	i	i	16
